CBFb-RUNX1 inh: blocks binding between human CBF-beta and RUNX1. AlphaScreen CBFb-His/RUNX1-biotin binding, biochemical. Potency, µM (series often up to 59.8 µM), without a hit: top-dose activity, negative = inhibition, actives largely listed as inhibitors. 230,000 tested, under 10 active. AID 1477; also: % of control where 0% means no effect
Target sequence (Q01196 whole entry, looked up): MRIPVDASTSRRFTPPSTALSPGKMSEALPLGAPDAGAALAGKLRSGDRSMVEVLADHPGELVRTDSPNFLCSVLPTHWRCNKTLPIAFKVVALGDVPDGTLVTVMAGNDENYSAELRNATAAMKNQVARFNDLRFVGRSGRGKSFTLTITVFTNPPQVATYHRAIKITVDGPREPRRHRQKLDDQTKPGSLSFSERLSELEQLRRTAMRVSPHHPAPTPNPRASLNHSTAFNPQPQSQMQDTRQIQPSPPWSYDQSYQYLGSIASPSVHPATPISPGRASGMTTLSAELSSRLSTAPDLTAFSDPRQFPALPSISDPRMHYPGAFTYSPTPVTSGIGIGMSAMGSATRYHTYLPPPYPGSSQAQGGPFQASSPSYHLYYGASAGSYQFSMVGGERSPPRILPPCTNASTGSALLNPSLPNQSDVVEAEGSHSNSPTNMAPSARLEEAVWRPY
Target sequence (Q13951 whole entry, looked up): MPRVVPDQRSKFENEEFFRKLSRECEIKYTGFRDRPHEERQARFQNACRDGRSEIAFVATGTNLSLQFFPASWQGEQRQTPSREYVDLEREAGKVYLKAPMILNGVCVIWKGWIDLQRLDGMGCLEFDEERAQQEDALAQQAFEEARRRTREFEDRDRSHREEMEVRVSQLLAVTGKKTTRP
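AlphaScreen binding: CBFb-His and RUNX1-biotin (30 nM each) preincubated 20 min, compound added for 15 min, then nickel and streptavidin beads for 90 min, all at room temperature. Disruption of the interaction by any mechanism counts as activity.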
GAA spleen mod: inhibitors or activators of human alpha-glucosidase in spleen homogenate | human spleen homogenate, 4-MU-alpha-glucoside fluorescence | Potency, µM (doses to about 79.9 µM), inactives show at the highest dose activity change, negative = inhibition, actives largely listed as inhibitors | 240,000 compounds, 0.006% hits | AID 2112 | P10253;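 also: potency is read from the fitted curve at half-maximal effect; 0% = enzyme with vehicle and -100% = no enzyme basal signal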
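Human spleen homogenate (1 ug) incubated with compounds and 1 mM 4-methylumbelliferyl-alpha-D-glucopyranoside in pH 5.0 citrate/phosphate buffer, 37 C, 40 min. Stopped at pH 10; 4-MU fluorescence (Ex 365/Em 440 nm); AC50 by Hill fit.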
HTT aggregate: reduces HttQ103-GFP aggregates in PC12 cells; PC12 HttQ103-GFP aggregates, Acumen cytometry, 40 h; Potency, µM (doses to about 46.1 µM), inactives show at the top dose activity change, negative = inhibition, usual class: inhibitors; 220,000 compounds, 1.1% hits; also: potency is read from the fitted curve at half-maximal effect; % is scaled to controls: 0 for no effect and ±100 for the full control effect; nearly all actives have a fitted effect of over 60% in size
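Aggregate formation scored by laser-scanning cytometer (488 excitation, 500–530 emission) in lysed PC12 cells expressing Q103-GFP after 100 nM tebufenozide induction; library tested in dose series, with ATPLite reagent added in the multiplex.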
HTT ATP protect: cytoprotection in Huntington HTT-Q103 PC12 cell model; PC12 HTT-Q103 induced, cytoprotection, ATP luminescence, 40 h; Potency, µM (series often up to 56.4 µM), without a hit: cytoprotection (ATP increase), hits mostly activators; 230,000 compounds, 0.14% hits; AID 1471;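 also: potency is read from the fitted curve at half-maximal effect; % of control where 0% means no effect; nearly all actives have a fitted effect of over 45% in size; toxic huntingtin expression switched on by the ecdysone agonist tebufenozide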
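PC12 cells stably carrying ecdysone-inducible Htt exon 1 (Q103)–GFP were induced with 100 nM tebufenozide (final) alongside library compounds in a dose series. Cytoprotection was scored as retained ATP by ATPlite luminescence.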
LMNA splice mod: modulators of lamin A splicing. Potency, µM (highest dose often 46.1 µM), inactives show at the highest dose ratio change, negative = inhibition, usual class: inhibitors. AID 1487. 200,000 compounds, 0.01% hits. HeLa LMNA splicing GFP/RFP minigene ratio, 48 h; active = well fitted inhibition curve with a large enough effect in the signal ratio, with a control signal flat, not every such curve was filed as active; inconclusive = small, poorly fitted or top-dose-only effect, or effect the other way, or a change in a side signal; the % refers to the signal ratio; also: potency is read from the fitted curve at half-maximal effect; % is scaled to controls: 0 for no effect and ±100 for the full control effect
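Read-out is the ratio of GFP to DsRed2 object intensity, acquired by 488 nm laser-scanning cytometry on HeLa lamin A-EGFP minigene reporter cells. Compound incubation 48 hrs at 37 °C in Opti-MEM with 2% FBS; DMSO 0.5% final.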
GAA inhib: inhibitors of human lysosomal alpha-glucosidase | P10253 | purified human GAA, 4-MU-alpha-glucoside fluorescence | Potency, µM (series often up to 76.9 µM), inactives show at the highest dose activity change, negative = inhibition, actives largely listed as inhibitors | 200,000 compounds, 0.005% hits | AID 1466;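 also: potency is read from the fitted curve at half-maximal effect; plate controls were uninhibited enzyme wells for no effect and no-enzyme background for full effect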
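Enzyme (4 nM final) mixed with compound (up to 77 uM), then 4-MU-alpha-D-pyranoside (400 uM final) added; 20 min at room temperature, pH 5.0. Reaction stopped at pH 10, fluorescence read, AC50 derived by Hill fit.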
GAA glycogen mod: inhibitors or activators of human alpha-glucosidase glycogen cleavage | recombinant GAA, glycogen substrate, Amplex Red glucose oxidase fluorescence | P10253 | Potency, µM (series often up to 76.4 µM), for the others: at the top dose activity change, negative = inhibition, hits mostly inhibitors | 300,000 compounds, 0.38% hits;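 also: potency is read from the fitted curve at half-maximal effect; 0% = full enzyme reaction and -100% = no-enzyme basal signal; the screen sought inhibitors and activators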
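Recombinant human alpha-glucosidase (4 nM final) hydrolysed bovine liver glycogen (30 ug) for 40 min at 37 C in pH 5.0 citrate/phosphate with 0.01% Tween-20. Released glucose detected by glucose oxidase/Amplex Red, Ex 573/Em 610 nm. Compounds up to 77 uM; AC50 from Hill fits.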
* = called active by the depositor; ? = inconclusive; · = no result given; & = joins results of further samples; [ ] = another dose, or the depositor's remark. Unless noted, calls follow the shape of the dose curve; as a rule, active = well fitted curve in the direction sought with a large enough effect; inconclusive = small, poorly fitted or top-dose-only effect, or another doubt; inactive = no such curve, though single readings can be large; an effect the other way counts as inactive or inconclusive.

SMILES	CBFb-RUNX1 inh	GAA spleen mod	HTT aggregate	HTT ATP protect	LMNA splice mod	GAA inhib	GAA glycogen mod
CC(C)C[C@@H](CC(=O)N[C@H](CC(=O)N[C@@H]1CCNC[C@H]1C(=O)N[C@H](CC(=O)N[C@@H](CCC(=O)O)CC(=O)O)CC(C)C)C(C)C)NC(=O)[C@@H]1CNCC[C@H]1N	10%	7%	·	1%[1.9 µM]	·	·	·
CCOCC(O)CSCc1ccc(Cl)cc1 (stereo not drawn)	2%	1%	-2%	14%	12%	6%	7%
CSc1ncccc1C(=O)Nc1ccc(F)c(F)c1F	-2%	-8%	-20%	-20%	17%[9.22 µM]	0%	-9%
Cc1ccc(/C=C2\SC(=S)N(/N=C/c3cc([N+](=O)[O-])ccc3O)C2=O)o1	1%	-5%	-22%	-3%	·	?	-22%
CC(=O)NC(CSc1cc(C)nc2ccc(Br)cc12)C(=O)O (stereo not drawn)	3%	-4%	-4%[9.22 µM]	-6%[10 µM]	·	·	5%
c1ccc(-n2nnnc2SCc2ccccn2)cc1	1%	-4%	-9%	5%	-8%	?	4%
Cc1cccc(Oc2nc(CN3CCOCC3)nc3sc4c(c23)CCCC4)c1	-20%	-3%	7%	-14%[10 µM]	-9%	-1%	-2%
Cc1nc2cc(C(F)(F)F)ccc2n1C1CCN(C(=O)N2CCOCC2)CC1	0%	1%	22%	-4%	6%	-4%	2%
CCOc1ccc(-c2ccc(C=O)o2)c([N+](=O)[O-])c1	-6%	5%	0%	-2%[10 µM]	2%	-1%	-2%
O=C(NC(=S)Nc1ccc(S(=O)(=O)N2CCCCC2)cc1)c1cccs1	3%	-4%	11%	14%[10 µM]	-6%	3%	3%
CCCOC(=O)c1[nH]c2c(c1C)C(=O)CC(c1cc(OC)c(OC)c(OC)c1)C2 (stereo not drawn)	7%	-5%	?	-8%	?	-3%	-2%
COc1ccc(Oc2ncccc2NC(=O)c2cccc(C)c2C)cc1	12%	2%	31%[9.22 µM]	11%[10 µM]	·	-1%[15.4 µM]	-1%
Cc1c(-c2cccc(Cl)c2)nc2ccccc2c1C(=O)OCC(=O)Nc1ccc2c(c1)OCO2	?	-3%	-1%	6%[0.074 µM]	-5%	-14%	12%
Cc1cc(C)c(S(=O)(=O)N2CCCCC2)c(C)c1-n1ncnn1	6%	-1%	-29%	11%	-6%	-2%	1%
CC(CNC(=O)CC(C)(C)C)NC(=O)CC(C)(C)C (stereo not drawn)	2%	5%	11%	17%[1.9 µM]	-13%	5%	-19%
Cc1cc(-c2cc(C(=O)NC3CCCC3)on2)nc(NC2CCCC2)n1	11%	-1%	-22%[9.22 µM]	-14%[10 µM]	·	·	2%
COC(=O)Nc1ccccc1C(=O)N1CCC(O)(c2ccc(Cl)cc2)CC1	1%	-10%	17%	·	0%	1%	6%
CC(=O)N(Cc1ccccc1)c1ccccc1C(=O)O	6%	1%	-5%[9.22 µM]	12%[10 µM]	·	·	6%
CC(C)=NO[C@@H](C)c1cn([C@H](CO)Cc2ccccc2)nn1	3%&-1%[13.1 µM]	-4%&-5%[17.4 µM]	·	5%&5%[10 µM]	·	·	·
COc1cc(CCC(=O)N2CCN(c3ccc(N4CCOCC4)nn3)CC2)cc(OC)c1OC	0%	-6%	17%	-16%	2%	1%	-1%
Nc1[nH]c(=S)nc2nc(-c3ccccc3)c(-c3ccccc3)nc12	-9%	-2%	13%	?	?	-16%	3%
Cc1cccc(COc2ncnc3nc[nH]c23)c1	3%	5%	-30%	·	?	-5%	-12%
CCc1nc(SCC(=O)Nc2nnc(CC)s2)c2c(C)c(C)sc2n1	1%	-1%	-3%	5%	1%	4%	-3%
CCCn1nc(C(=O)OCC(=O)NC(C)c2ccccc2)c2ccccc2c1=O (stereo not drawn)	3%	3%	9%	-9%	-17%[46 µM]	1%	-5%
CCCOc1ccc(C(CC(=O)O)NC(=O)c2sc3ccccc3c2Cl)cc1 (stereo not drawn)	7%	5%	-23%	-9%	?	-4%	-8%
Cc1nn(-c2ccccc2)c(N)c1C1(O)C(=O)Nc2ccc([N+](=O)[O-])cc21 (stereo not drawn)	24%	-1%	-3%[9.22 µM]	-12%[10 µM]	·	-11%	3%
COc1ccc(N2CC(C)Cn3c2nc2c3c(=O)n(Cc3ccccc3F)c(=O)n2C)c(OC)c1 (stereo not drawn)	-20%	-1%	-19%	-11%[0.074 µM]	2%	-3%	-1%
O=C(COC(=O)c1cccnc1Nc1cccc(C(F)(F)F)c1)NCCN1C(=O)CSC1=O	10%	7%	-28%	-4%	?	-12%	1%
COc1ccc2[nH]cc(C(=O)CN3CCCCC3C)c2c1 (stereo not drawn)	6%	0%	-2%	4%[0.074 µM]	3%	-3%	1%
CN(C)CCOC(=O)CCc1ccccc1	5%	-2%	1%	0%[0.074 µM]	-14%	-8%	3%
CC(C)N(Cc1cn[nH]c1-c1ccc(-c2ccccc2)cc1)Cc1nccn1C	-3%	-2%	17%[9.22 µM]	29%[10 µM]	?	5%	18%
Cc1cc2nc(SCC(=O)O)nc(C)c2cc1C	3%	-11%	-5%	6%	0%	-2%	-4%
CNS(=O)(=O)c1cc(Cl)ccc1Sc1ccccc1C(=O)O	-2%	-1%	-14%[9.22 µM]	-4%[10 µM]	·	·	3%
O=C(NC1CCCCC1)NC1(C(=O)NCCCN2CCOCC2)CCCCC1	0%	2%	-4%	13%	7%	3%	4%
CNc1nc(N)nc(OC(C(F)(F)F)C(F)(F)F)n1	3%	-20%	-1%	-20%	3%[46 µM]	-9%	4%
CCCCC(=O)Nc1ccc(C(=O)Nc2nc(CC(=O)OCC)cs2)cc1	7%	-2%	?	-24%	0%	-4%	-13%
CC(c1nnnn1C1CCCCC1)N(Cc1ccccc1)Cc1cccnc1 (stereo not drawn)	6%	-11%	?	-14%[10 µM]	-15%	-14%	3%
FC(F)(F)c1cc(NC(=S)Nc2ccc3cc4ccccc4cc3c2)cc(C(F)(F)F)c1	6%	2%	·	-3%	·	·	·
OCCN(CCO)c1nc(-c2ccccc2)nc2c1oc1ccccc12	5%	-1%	0%[9.22 µM]	10%[10 µM]	-23%[46 µM]	-29%	3%
C=CCNC(=O)NC(=O)COC(=O)CNS(=O)(=O)c1ccc(F)c(F)c1F	22%	1%	13%	-8%	-20%[46 µM]	6%	-3%

Reformatted with each value named: part of the list above.
compound: Nc1[nH]c(=S)nc2nc(-c3ccccc3)c(-c3ccccc3)nc12
  CBFb-RUNX1 inh = -9%; GAA spleen mod = -2%; HTT aggregate = 13%; HTT ATP protect = ?; LMNA splice mod = ?; GAA inhib = -16%; GAA glycogen mod = 3%
compound: OCCN(CCO)c1nc(-c2ccccc2)nc2c1oc1ccccc12
  CBFb-RUNX1 inh = 5%; GAA spleen mod = -1%; HTT aggregate = 0%[9.22 µM]; HTT ATP protect = 10%[10 µM]; LMNA splice mod = -23%[46 µM]; GAA inhib = -29%; GAA glycogen mod = 3%

(continued)
SMILES	CBFb-RUNX1 inh	GAA spleen mod	HTT aggregate	HTT ATP protect	LMNA splice mod	GAA inhib	GAA glycogen mod
O=C(NC1CCCCC1)C(c1ccco1)N(CCc1ccccc1)C(=O)C(F)(F)F (stereo not drawn)	13%	-9%	-1%	9%[1.9 µM]	9%	-5%	2%
COCCNC(=O)CSc1nc2ccccc2c(=O)n1CCCC(=O)NCc1ccccc1	4%	-2%	6%	-1%	-3%	8%	0%
CC(C)=CCc1c(O)cc(C)oc1=O	17%	8%	·	-50%[inhibitor]	·	·	·
CCCCCCCCCCCCC[N+](C)(C)Cc1ccccc1	18%	-6%	·	-324%[inhibitor]	·	·	·
O=C(COC(=O)COc1ccccc1Cc1ccccc1)Nc1cccnc1Cl	5%	-1%	?	-1%[10 µM]	-2%	-1%	-5%
Nc1nnc(SCC(=O)Nc2ccccc2)s1	3%	-23%	12%[9.22 µM]	23%[10 µM]	·	-5%	2%
CCOC(=O)c1[nH]c2ccc(OC)cc2c1NC(=O)c1ccc(OC)c(OC)c1	-5%	-5%	-7%	·	?	-6%	-2%
OC(Cc1cccnc1)(Cc1cccnc1)c1cc2ccccc2[nH]1	10%	2%	-7%	23%[0.074 µM]	-3%	5%	-2%
O=C(Nc1ccccc1)C1CC(=O)n2c(nc3ccccc32)N1 (stereo not drawn)	9%	6%	-2%[9.22 µM]	0%[10 µM]	·	·	5%
O=C(O)CCCCCNS(=O)(=O)c1ccc(Cl)cc1	6%	-13%	10%	-2%	0%	-1%	0%
CCC(=O)Nc1cc(C(C)(C)C)ccc1C(C)=O	14%	-5%	-1%	·	2%	-9%	-7%
O=C(Nc1ccc(OC(=O)c2ccccc2)c(-c2nc3ccccc3s2)c1)c1ccccc1	3%	-5%	1%	-24%	4%	4%	5%
CCCNC(=O)OC[C@@H]1O[C@H](CCO/N=C(\C)CCC(=O)OC[C@@H]2O[C@H](C#Cc3ccccc3)C=C[C@@H]2Oc2ccc(C)cc2)C=C[C@@H]1Oc1ccc(OC)cc1	5%[13.1 µM]	-7%[17.4 µM]	·	-9%[10 µM]	·	·	·
O=C(O)CC12CC3CC(C1)CC(n1ncc(NCc4ccc(F)cc4)c(Cl)c1=O)(C3)C2	3%	-1%	-7%[9.22 µM]	1%[10 µM]	·	-4%	-4%
COc1cc(/C=C2/CCc3ccccc3C2=O)cc(OC)c1OC	-5%	1%	?	12%[10 µM]	?	-1%	-13%
COc1ccc2c(c1)c(CC(=O)N1CCOCC1)c(C)n2C(=O)c1ccc(Cl)cc1	-3%	2%&-3%&7%&0%	·	?	-17%	·	·
CCCNC(=O)Cn1cnc2sc(C(=O)Nc3ccc4c(c3)OCO4)c(C)c2c1=O	0%	-4%	12%	-56%[inhibitor]	5%	1%	-6%
COc1ccc(CCNC(=O)CSc2nnc(CNC(=O)c3cccs3)o2)cc1OC	2%	5%	-11%	-15%	0%	?	0%
COc1ccc(C(=O)Nc2ccc(S(=O)(=O)Nc3cc(C)nc(C)n3)cc2)cc1OC	-1%	13%	10%[9.22 µM]	16%[10 µM]	?	-7%	12%
CC/C(=N/NC(=O)c1ccc(Br)o1)c1ccc(Cl)cc1	8%	-2%	12%	11%[10 µM]	9%	1%	-3%
CCCn1c(CNc2ccc(Br)cc2)nc2ccccc21	-5%	-2%	11µM*	-13%	2%	-8%[15.4 µM]	5%

High-throughput results deposited in PubChem by National Center for Advancing Translational Sciences (NCATS).
